ROCK2 blocker = inhibitors of human Rho kinase 2 | purified ROCK2, Kinase-Glo ATP depletion luminescence | 0.35% of 60,000 active | inhibition, % at 6 µM;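 active = inhibition above the screen-wide mean inhibition plus 3 SD, cut at about 18% in these data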;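 note: plate controls were DMSO wells for no effect and Y-27632 control wells after no-enzyme background subtraction for full effect; many of its hits are not listed in these tables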
CatB inh = blocks human cathepsin B protease activity | AID 453 | purified cathepsin B, fluorogenic substrate, fluorescence | 0.1% of 63,000 active | inhibition, %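 (tested at 10 µM)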 | P07858; in the data active = inhibition above about 21%;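 note: 0% = enzyme with no compound and 100% = no enzyme blank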
CatS inh = human cathepsin S inhibition | P25774 | inhibition, %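 (tested at 5 µM per compound within 10-compound mixtures)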 | recombinant cathepsin S, AMC dipeptide fluorescence, pooled mixtures | 0.06% of 62,000 active; in the data active = inhibition above about 32%, passing the limit was not always enough;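 note: 0% = enzyme without compound and 100% = blank without enzyme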
RORa activator = RORA (human) activation | P35398 | CHO-K1 Gal4-RORA LBD luciferase reporter, luminescence; percent increase over mock-subtracted basal signal | activation, % at 10 µM | 1.5% of 65,000 active | AID 560;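 active = activation above the mean of all tested compounds plus 3 SD, cut at about 49% in these data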;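 note: 0% = DMSO-treated RORA cells and 100% = added signal equal to DMSO minus mock-transfected cells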
Target sequence (P35398 whole entry, looked up, the tested form may be a part): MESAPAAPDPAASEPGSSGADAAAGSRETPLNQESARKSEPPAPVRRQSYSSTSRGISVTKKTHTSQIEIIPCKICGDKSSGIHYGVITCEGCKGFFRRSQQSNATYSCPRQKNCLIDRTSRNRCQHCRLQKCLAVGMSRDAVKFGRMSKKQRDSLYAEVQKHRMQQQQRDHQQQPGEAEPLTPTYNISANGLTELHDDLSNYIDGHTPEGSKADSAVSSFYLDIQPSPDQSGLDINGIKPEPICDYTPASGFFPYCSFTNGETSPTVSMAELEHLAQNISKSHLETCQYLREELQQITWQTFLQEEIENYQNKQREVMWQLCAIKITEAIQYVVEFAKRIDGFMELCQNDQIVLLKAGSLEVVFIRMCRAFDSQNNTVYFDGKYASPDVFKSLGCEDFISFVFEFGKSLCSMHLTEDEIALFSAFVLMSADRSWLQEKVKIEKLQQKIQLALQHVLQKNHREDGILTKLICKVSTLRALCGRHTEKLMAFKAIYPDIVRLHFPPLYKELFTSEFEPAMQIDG
JNK3 blocker = inhibitors of human JNK3 kinase; P53779; purified JNK3 kinase activity, HTS; inhibition, % at 8 µM; 0.61% of 60,000 active; in the data active = inhibition above about 17%;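 note: 0% = DMSO and 100% = reference inhibitor; many of its hits are not listed in these tables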
Target sequence (P53779 whole entry, looked up): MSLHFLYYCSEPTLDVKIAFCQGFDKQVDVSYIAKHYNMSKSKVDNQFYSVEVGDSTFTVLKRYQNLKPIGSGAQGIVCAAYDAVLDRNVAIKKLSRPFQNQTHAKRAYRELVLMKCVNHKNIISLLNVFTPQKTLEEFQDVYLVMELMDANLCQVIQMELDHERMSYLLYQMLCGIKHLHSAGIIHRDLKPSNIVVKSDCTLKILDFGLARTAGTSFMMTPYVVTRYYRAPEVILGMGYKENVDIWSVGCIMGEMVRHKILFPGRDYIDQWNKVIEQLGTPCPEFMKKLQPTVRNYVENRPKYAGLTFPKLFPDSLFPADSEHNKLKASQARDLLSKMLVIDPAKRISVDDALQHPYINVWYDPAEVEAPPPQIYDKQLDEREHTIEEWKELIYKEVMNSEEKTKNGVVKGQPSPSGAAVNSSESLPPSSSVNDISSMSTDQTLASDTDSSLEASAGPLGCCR
CatB mixtures = human cathepsin B inhibition by mixtures; 0.06% of 62,000 active; Purified cathepsin B, AMC dipeptide fluorescence, compound mixtures; P07858; inhibition, %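 (ten-compound pools at 5 µM per compound and 50 µM total)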; in the data active = inhibition above about 22%, passing the limit was not always enough;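 note: 0% = enzyme without compound and 100% = no enzyme blank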
PKA kinase inh = PKA (human) kinase inhibition | inhibition, % at 6 µM | P17612 | PKA Kemptide phosphorylation, Kinase-Glo ATP luminescence | 0.1% of 65,000 active;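 active = inhibition above the screen-wide mean inhibition plus 3 SD, cut at about 21% in these data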; note: many of its hits are not listed in these tables
E coli RNAP = Escherichia coli RNA polymerase inhibition. P0A8V2. E. coli RNA polymerase, fluorescence transcription assay. inhibition, %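 (tested at 10 µM)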. 0.2% of 62,000 active; in the data active = inhibition above about 20%;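 note: 0% = enzyme without compound and 100% = no enzyme blank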
AP complement = alternative pathway complement inhibition, orthogonal assay. Human serum alternative complement pathway, LPS-coated ELISA, C3 deposition; tested in compound mixtures. inhibition, % at 5 µM. 0.08% of 62,000 active;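 active = inhibition above 30% in each of the two pooled mixtures holding the compound, so the lower value exceeds 30%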;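 note: 0% = serum in Mg-EGTA without compound and 100% = EDTA serum blank; some compounds past the cut are filed as inactive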
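Test system: human serum complement alternative pathway, C3 deposition onto LPS / Medium: Mg2+-EGTA GVB++ buffer containing human serum at 1:15 dilution / Probe or stimulus: Plate-bound LPS / Times: 1 h at 37 °C / Signal: ELISA with HRP anti-human C3 antibody, TMB substrate, absorbance 450 nm / Measure: percent inhibition / Repeats: two pool placements per compound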
The depositor's hits bear a star; nt = no result given. Not all compounds are listed (hit frequency here may not be typical).

SMILES	E coli RNAP	PKA kinase inh	AP complement	CatS inh	JNK3 blocker	RORa activator	CatB mixtures	ROCK2 blocker	CatB inh
CCn1cc(C(=O)NCCOC)c(=O)c2ccc(C)nc21	10.3	-0.5	9.9	-10.3	-3.3	-5.3	3.9	-0.9	2.5
CCC(=O)Nc1cccc(NC(=O)c2cc3ccccc3o2)c1	3.3	7.7	-5.7	-5.0	7.5	58.1*	8.1	4.8	-0.3
O=C(CN1C(=O)c2cccc3cccc1c23)Nc1ccccc1C(=O)NCc1ccco1	5.4	-0.7	13.3	-7.9	9.4	-30.8	1.4	-3.1	1.7
COc1cccc(C2N(c3cccc(Cl)c3)C(=O)C3CCCN32)c1 (stereo not given)	3.6	1.1	23.3	-2.0	-10.2	-14.6	5.1	6.1	-1.2
CCn1c(SC(C)C(=O)OC)nnc1-c1c[nH]c2ccccc12 (stereo not given)	4.5	2.9	9.2	9.2	-0.7	-8.8	0.2	2.2	1.3
COc1ccc(S(=O)(=O)Cc2ccc(C(=O)N3CCN(c4ccccc4)CC3)o2)cc1	7.8	11.4	-9.3	13.4	1.9	3.7	3.4	7.0	10.0
Cc1ccc(C2c3c(oc4ccc(C)cc4c3=O)C(=O)N2CCCN2CCOCC2)cc1 (stereo not given)	3.8	-3.3	14.0	-3.8	3.3	-3.1	3.3	-2.1	4.5
COc1cc(C(=O)Nc2ccccn2)cc(OC)c1OC	8.6	4.0	nt	nt	5.1	-1.5	nt	7.5	1.1
Cc1csc2nc3ccccc3c(=O)n12	3.8	6.6	12.2	-11.7	nt	-4.6	6.1	nt	-2.4
Cc1cnc(NC(=O)COc2ccccc2Cl)s1	-3.6	-3.1	-5.1	-5.1	4.0	-73.5	2.6	-5.6	2.3
O=C(NCc1ccco1)c1cc(S(=O)(=O)N2CCOCC2)c(Cl)cc1Cl	-1.3	-2.4	13.8	0.4	0.8	-5.2	-0.8	-3.0	-3.3
N#Cc1c(N)c(C#N)c(-c2ccc3c(c2)OCO3)c2c1CCCC2	-6.1	0.4	7.7	-6.7	-2.0	6.4	-3.5	1.6	1.5
O=C(c1nc2ncccn2n1)N1CCN(c2ccc(F)cc2)CC1	5.3	6.2	2.5	1.5	-2.0	-1.1	1.7	-0.2	-1.6
CCN1C(=O)C(Cc2nc3ccccc3c(=O)n2C)c2ccccc21 (stereo not given)	5.3	9.2	-0.8	-4.2	-3.4	-8.7	1.4	3.5	1.6
CC(C)(Oc1ccc(Cl)cc1)C(=O)Nc1ccc2oc(-c3ccncc3)nc2c1	8.2	14.4	-7.7	8.8	-3.2	-4.3	-0.9	8.3	4.8
CC(C)C(c1nnnn1C1CCCC1)N1CCCc2ccccc21 (stereo not given)	1.4	2.2	-8.1	32.5*	-3.9	-4.4	4.9	0.6	10.1
Cc1ccc(C2CC(=O)NC(SCC(=O)OCc3ccccc3)=C2C#N)o1 (stereo not given)	2.6	-0.1	0.7	-8.6	nt	12.2	-2.2	nt	1.4
CN(Cc1ccccc1)Cc1nc2c(c(=O)n(C)c(=O)n2C)n1Cc1ccc(Cl)cc1	-14.0	4.4	-13.1	5.9	4.5	14.9	3.1	0.4	2.6
Cc1cc(C)c(S(=O)(=O)Nc2ccc(O)cc2)c(C)c1	5.8	9.3	9.2	-7.5	-1.5	10.8	-1.2	6.0	1.3
COc1ccc(-c2csc(Cc3nnc(N4CCOCC4)n3-c3ccccc3)n2)cc1	10.3	8.3	4.0	4.0	nt	-10.8	1.4	nt	3.9
COc1ccc(Cl)cc1CN1CCN(c2nc(C)cc(C)c2C#N)CC1	4.8	8.3	16.2	1.2	2.4	-26.2	-1.2	3.5	0.6
Cn1c(=O)cc(OCCCC(=O)N2CCN(c3ccccn3)CC2)c2ccccc21	19.8	-0.9	15.8	14.1	-1.8	-8.4	6.6	3.8	-4.7
CC(NC(=O)CNC(=O)OCc1ccccc1)C(=O)N1CC(O)CC1C(=O)OCc1ccccc1 (stereo not given)	3.8	-6.4	5.8	-4.1	-2.6	6.8	0.3	-5.4	-4.8
CCC(=O)c1ccc(N2CCCCCC2)c(F)c1	7.6	4.8	9.4	-16.1	-2.8	3.7	-4.0	2.7	3.0
COC(=O)C(CCCCNC(=O)OCc1ccccc1)NC(=O)CN (stereo not given)	4.2	-2.2	16.8	-7.7	-7.5	-23.6	-6.4	0.5	3.3
N#Cc1cnn(-c2nc(SCc3ccccc3)nc3sc4c(c23)CCCC4)c1N	5.9	-0.1	3.5	20.5	nt	8.1	3.6	nt	-3.3
COc1ccc(C2=NO[C@@H]3C(=O)N(c4cccc(C)c4C)C(=O)[C@H]23)cc1OC	-15.2	7.6	-15.0	6.8	-2.3	1.1	3.8	-0.8	-0.2
Cc1cc(=O)oc(C)c1C(=O)NCC(C)C	4.5	1.3	nt	nt	5.5	-23.2	nt	5.9	6.8
COc1cc2[nH]c(=S)n(CCN3CCCCC3C)c(=O)c2cc1OC (stereo not given)	2.5	-5.0	12.2	3.8	nt	0.0	4.4	nt	-6.8
COC(=O)CN(c1ccc(C(C)C)cc1)S(=O)(=O)c1c(C)[nH]c(=O)[nH]c1=O	-0.9	4.4	34.9	-3.2	4.2	-5.8	3.1	2.2	-0.4
COc1ccc(S(=O)(=O)N2CCC(O)(c3ccc(Cl)cc3)CC2)cc1	4.6	9.5	-12.0	-1.2	-0.4	-11.1	-2.3	7.8	0.6
O=C(c1ccc(Br)o1)N1CCN=C1SCc1cccnc1	4.8	6.7	11.5	8.3	10.2	-13.0	1.7	5.3	3.2
Cc1ccc2[nH]c(=O)c(CN(CCO)C(=O)NCc3ccccc3)cc2c1	1.3	-5.3	2.1	-3.1	2.7	0.7	0.6	1.0	5.5
CN1CCN(S(=O)(=O)c2ccc3c4c(cccc24)C(=O)N3)CC1	-2.3	13.2	26.8	-1.6	-0.8	10.6	33.0	0.7	-6.8
S=C(c1cccs1)N1CCCC1	8.9	8.1	0.4	19.0	-1.9	-1.1	6.0	4.6	5.3
O=C(CSC1=NCCS1)N1CCCC1	nt	7.2	16.9	-4.4	3.0	-6.9	3.1	5.6	-0.1
CCS(=O)(=O)N1CCC(c2nc(-c3ccc(C(F)(F)F)cc3)no2)CC1	4.9	4.9	13.5	0.4	3.4	15.1	2.2	7.6	-1.6
CCOC(=O)c1cccc(NC(=O)C2CCCN(S(=O)(=O)c3c(C)nn(C)c3C)C2)c1 (stereo not given)	6.1	5.1	1.4	7.9	2.3	14.2	8.1	3.0	4.5
COC(=O)C1=C(C)N=C2SCCC(=O)N2C1c1ccc(C(=O)OC)cc1 (stereo not given)	2.4	8.6	3.2	-1.9	-4.3	-15.2	-8.2	6.5	3.0
CCOC(=O)Cn1c(=O)oc2cc(S(=O)(=O)N3CCCC(C(=O)OCC)C3)ccc21 (stereo not given)	-0.1	0.2	-12.9	-2.1	6.6	-10.7	-6.5	-10.1	-2.7
COC(=O)[C@@H](NC(=O)Nc1ccccc1F)C(C)C	nt	4.4	8.8	2.5	5.0	-12.6	-7.1	5.5	1.7
Cc1ccc(OCC(=O)Nc2ccc(-c3nc4ncccc4o3)cc2)c(C)c1	8.9	0.7	7.9	5.2	-0.5	4.6	3.8	-0.9	-1.7
CCC1CCCN1Cn1cnc2c([nH]c3ccccc32)c1=O (stereo not given)	1.5	11.7	11.7	3.6	-6.7	10.2	1.8	7.2	-1.2
CC1CN(C(=O)CSc2ncnc3sccc23)CC(C)O1 (stereo not given)	4.0	-0.3	10.2	-1.5	0.1	7.7	3.4	2.0	-1.4
Cc1c(NC(=O)c2ccccc2F)c(=O)n(-c2ccccc2)n1C	3.5	3.1	13.6	11.4	1.6	-14.1	2.6	6.0	-3.1
Cn1c(N)c(C(=O)NCc2ccccc2)sc1=S	7.6	0.7	3.9	-1.9	-5.0	-17.9	2.7	2.1	0.0
COc1ccc(C(NC(=O)CNC(C)=O)C(=O)Nc2ccc3c(c2)OCCO3)cc1 (stereo not given)	7.9	11.6	16.5	1.3	-8.2	1.4	1.7	5.0	0.4
CC(=O)Nc1ccc(S(=O)(=O)Nc2nc3c(s2)CCCC3)cc1	5.5	-6.5	1.8	1.1	-6.5	-3.4	3.9	-0.7	2.1
O=C(CCS(=O)(=O)c1cccc2nsnc12)N1CC(=O)N(CCc2ccccc2)C(=O)C1	8.5	6.7	-1.7	13.9	nt	-5.8	3.3	nt	5.6
CCN(CC)S(=O)(=O)c1ccc(Cl)c(C(=O)OC)c1	6.5	6.5	8.5	-26.3	1.0	-22.5	5.6	4.4	nt

3 of the entries above in order of the CatB mixtures value, descending:
mol	E coli RNAP	PKA kinase inh	AP complement	CatS inh	JNK3 blocker	CatB mixtures	ROCK2 blocker	CatB inh
CCS(=O)(=O)N1CCC(c2nc(-c3ccc(C(F)(F)F)cc3)no2)CC1	4.9	4.9	13.5	0.4	3.4	2.2	7.6	-1.6
COc1ccc(S(=O)(=O)N2CCC(O)(c3ccc(Cl)cc3)CC2)cc1	4.6	9.5	-12.0	-1.2	-0.4	-2.3	7.8	0.6
N#Cc1c(N)c(C#N)c(-c2ccc3c(c2)OCO3)c2c1CCCC2	-6.1	0.4	7.7	-6.7	-2.0	-3.5	1.6	1.5

More records follow:
SMILES	E coli RNAP	PKA kinase inh	AP complement	CatS inh	JNK3 blocker	RORa activator	CatB mixtures	ROCK2 blocker	CatB inh
COc1ccc(S(=O)(=O)N2CCC(C(N)=O)(N3CCCCC3)CC2)cc1	2.0	-4.4	9.8	17.7	-6.2	-10.9	0.7	0.2	0.3
O=C(CCN1C(=O)c2ccccc2C1=O)Nc1ccc(S(=O)(=O)N2CCOCC2)cc1	6.5	1.8	8.4	-3.6	-1.1	-10.5	5.5	5.7	-2.2
CCOC(=O)C1=C(CNCc2ccccc2Cl)NC(=O)NC1c1ccc2c(c1)OCO2 (stereo not given)	5.9	-1.5	10.3	13.5	-5.8	3.3	-0.2	-0.8	3.9
O=C(O)C1CCCN1C(=O)c1cncc(Br)c1 (stereo not given)	-2.0	6.5	-5.7	-10.9	2.7	-8.6	-8.0	5.2	-0.3
CC(CC(=O)NCc1ccccc1)C1CCCO1 (stereo not given)	9.8	1.6	6.9	3.9	-0.3	5.3	3.2	0.5	4.3
